PTHR1 agonist: PTHR1 (human) receptor agonism; Q03431; HEK293 GP2 PTHR1 cells, GloSensor cAMP luminescence, 1 h; Potency, µM (highest dose often 115 µM), for the others: at the top dose activation, most hits filed as activators; 410,000 compounds, 0.075% hits; further: potency means the concentration at half of the fitted maximal effect; nearly all actives have a fitted effect of over 55% in size; some results filed as inactive show a strong effect at the top dose; inactives centre near -15; many of its hits are not listed in these tables
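HEK-293-derived GP2 cells expressing PTHR1 and a GloSensor cAMP reporter, 3,000/well, plated overnight, given luciferin plus IBMX (each 0.5 mM as added) for 1 h at 37 °C, then compound for 1 h at 37 °C. Luminescence was read after 15 min at room temperature.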
GLP1R cytotox: cytotoxicity in counter-screen for GLP-1R inverse agonists. HEK293 cAMP-luciferase reporter cells, luminescence, 24 h. Potency, µM (series often up to 38.3 µM), inactives show at the top dose activity change, negative = inhibition, hits mostly inhibitors. 410,000 compounds, 0.13% hits. AID 624418;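 further: loss of luciferase light is scored as toxicity; potency means the concentration at half of the fitted maximal effect; on the % scale 0 is the no-effect control and ±100 the full control effect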
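To flag toxic compounds, the library was rerun on cells for 24 hr at 37 deg C and 5% CO2. Viability-linked luminescence was captured 12 min after adding luciferase detection reagent.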
aSyn yeast inh: inhibitors of alpha-synuclein toxicity in yeast | Yeast expressing alpha-synuclein, growth rescue, BacTiter-Glo, 24 h | Potency, µM (highest dose often 46.1 µM), inactives show top-dose growth rescue (activation), usual class: activators | 370,000 compounds, 0.14% hits | AID 652106; further: potency means the concentration at half of the fitted maximal effect; % of control where 0% means no effect; nearly all actives have a fitted effect of over 65% in size
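Rescue of yeast growth: cells expressing toxic alpha-synuclein, induced in galactose at OD600 0.02, incubated with compound 24 h at 30 C. ATP luminescence quantified growth; inhibitors of toxicity appear as activators.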
KB-V1 MDR tox: kills drug-selected multidrug resistant KB-V1 cells; 400,000 compounds, 3.4% hits; KB-V1 MDR cells viability, CellTiter-Glo, 72 h; AID 1347076; Potency, µM (series often up to 46.1 µM), for inactives: at the highest dose activity change, negative = cytotoxicity, hits mostly cytotoxic; further: potency means the concentration at half of the fitted maximal effect; on the % scale 0 is the no-effect control and ±100 the full control effect; nearly all actives have a fitted effect of over 60% in size
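Readout: CellTiter-Glo luminescence, 10 min after addition. Cells: KB-V1 MDR subline, 72 h at 37 degrees C with compound. Analysis: corrected, normalized data fitted to concentration-effect curves.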
DRD3 antagonist: blocks the human D3 dopamine receptor; P35462; D3R cells, DiscoveRx beta-arrestin luminescence, antagonist mode; hits give low values; max response, negative = inhibition, %; 360,000 compounds, 2.5% hits; AID 652054; in the data active means max response below about -50%; inconclusive means no clear call, values can overlap the other calls; further: on the % scale 0 is the no-effect control and ±100 the full control effect; mostly tested at two doses, the higher about 12 µM
Target sequence (P35462 whole entry, looked up): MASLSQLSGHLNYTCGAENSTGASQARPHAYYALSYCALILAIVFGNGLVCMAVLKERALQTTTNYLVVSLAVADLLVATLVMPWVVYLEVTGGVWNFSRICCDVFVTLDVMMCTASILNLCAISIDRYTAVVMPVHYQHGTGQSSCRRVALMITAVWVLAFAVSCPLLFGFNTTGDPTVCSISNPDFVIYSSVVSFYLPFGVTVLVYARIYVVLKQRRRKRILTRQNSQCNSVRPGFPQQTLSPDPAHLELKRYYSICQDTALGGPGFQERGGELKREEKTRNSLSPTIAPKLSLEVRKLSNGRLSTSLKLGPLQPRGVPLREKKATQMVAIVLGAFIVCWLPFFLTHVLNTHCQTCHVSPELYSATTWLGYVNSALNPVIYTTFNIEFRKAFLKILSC
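Cells expressing the human receptor were seeded at 1500 cells/well, incubated overnight at 37 degrees C in 5% CO2, then exposed to library compounds with dopamine controls for 90 minutes at 37 degrees C before luminescent detection.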
TDP-43 yeast inh: inhibitors of TDP-43 toxicity in yeast. TDP-43 expressing yeast growth rescue, BacTiter-Glo, 24 h. Potency, µM (series often up to 46.1 µM), without a hit: at the highest dose growth rescue (activation), hits mostly activators. 410,000 compounds, 1.8% hits. AID 652104; further: potency means the concentration at half of the fitted maximal effect; % of control where 0% means no effect; nearly all actives have a fitted effect of over 50% in size
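Readout is BacTiter-Glo luminescence of cell growth, so inhibitors register as activators. TDP-43-expressing yeast at OD600=0.02 in galactose medium, after raffinose pregrowth to mid-log, were incubated with compound for 24 hr at 30 deg C.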
GLP1R ag: activates the human GLP-1 receptor; HEK293 GLP-1R CRE-luciferase, luminescence, 4-6 h; cells express a hypersensitive GLP-1R form; 380,000 compounds, 0.007% hits; AID 624172; P43220; Potency, µM (titrated, usually from 45.6 µM), without a hit: top-dose activation, actives largely listed as activators; further: potency means the concentration at half of the fitted maximal effect; % of control where 0% means no effect
Target sequence (P43220 whole entry, looked up): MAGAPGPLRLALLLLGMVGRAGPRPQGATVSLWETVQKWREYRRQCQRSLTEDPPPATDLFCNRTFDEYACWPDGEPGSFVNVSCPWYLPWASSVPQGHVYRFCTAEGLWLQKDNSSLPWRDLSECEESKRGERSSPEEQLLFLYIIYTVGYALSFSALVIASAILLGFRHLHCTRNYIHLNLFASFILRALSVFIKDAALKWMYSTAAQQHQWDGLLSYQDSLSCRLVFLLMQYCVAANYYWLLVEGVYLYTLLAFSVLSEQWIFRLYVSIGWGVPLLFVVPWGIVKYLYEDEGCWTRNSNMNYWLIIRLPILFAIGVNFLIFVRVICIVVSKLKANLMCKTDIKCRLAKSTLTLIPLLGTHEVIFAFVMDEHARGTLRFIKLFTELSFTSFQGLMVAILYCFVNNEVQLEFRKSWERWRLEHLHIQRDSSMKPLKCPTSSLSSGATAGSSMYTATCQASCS
GLP1R inv ag: acts as inverse agonist at human GLP-1 receptor | P43220 | HEK293 GLP-1R CRE-luciferase, luminescence, 24 h; GLP-1R form is constitutively active | Potency, µM (series often up to 38.3 µM), for the others: at the top dose activity change, negative = inhibition, hits mostly inhibitors | 410,000 compounds, 1.6% hits | AID 624417; further: potency means the concentration at half of the fitted maximal effect; on the % scale 0 is the no-effect control and ±100 the full control effect; nearly all actives have a fitted effect of over 55% in size
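HEK293 cells stably co-expressing constitutively active GLP-1R and a cAMP-responsive luciferase reporter were seeded in DMEM with 10% Nu serum, given compounds after 12 h, and incubated 24 h at 37 deg C. Luminescence was then read.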
DRD3 agonist: D3 dopamine receptor (human) agonism | P35462 | D3R DiscoveRx beta-arrestin cells, luminescence, 90 min | max activation, % | 410,000 compounds, 0.58% hits | AID 652048; in the data active means max activation above about 30%; further: 0% is about no effect; mostly tested at two doses, the higher about 12 µM
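Agonist-mode cell screen: cells plated at 1500/well and incubated overnight at 37 °C, then exposed to library compounds for 90 min at 37 °C. Detection reagent was added for 30–60 min at room temperature, and luminescence was read.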
* marks the source's active call; other numbers are inactive results; i = inactive; ? = inconclusive; . = not tested or not shown; & = joins results of further samples; [ ] = another dose, or the depositor's remark. Unless noted, the call rests on the fitted dose curve; in most records, active means well fitted curve in the direction sought with a large enough effect; inconclusive means small, poorly fitted or top-dose-only effect, or another doubt; inactive means no such curve, though single readings can be large; an effect the other way counts as inactive or inconclusive.

SMILES | PTHR1 agonist | GLP1R cytotox | aSyn yeast inh | KB-V1 MDR tox | DRD3 antagonist | TDP-43 yeast inh | GLP1R ag | GLP1R inv ag | DRD3 agonist
CSc1nn(CC(=O)Nc2ccc(C)cc2C)c(N)c1S(=O)(=O)c1ccc(Cl)cc1 | -6.1% | -3.6% | . | 7.1% | . | 34.5% | -7.2% | ? | 9.6
NC(=O)Cn1c(=O)n(CCCC(=O)NC2CCN(Cc3ccccc3)CC2)c(=O)c2ccccc21 | i | -10.0% | -27.4% | -9.7% | ? | -9.1% | -2.2% | 1.0% | -16.6
O=C(Nc1ccc(SC(F)F)cc1)C1=COCCO1 | i | -7.0% | -31.7%[inhibitor] | 0.0% | -16.8 | 10.4% | 0.6% | -10.5% | -8.7
CC1(C)C(=O)N(CC(=O)Nc2ccc(Br)cc2F)c2ccccc21 | -11.2% | -8.3% | . | -18.5% | . | ? | . | ? | -0.8
Cc1ccc(C(C)C)c(OCC(=O)N/N=C2\CC(=O)CC(C)(C)C2)c1 | -16.9% | 6.0% | -2.6% | ? | 9.0 | -4.9% | 13.5% | ? | 1.2
COC(=O)CSc1nnc(-c2cccc(NC(=O)c3ccc(C)cc3)c2)n1C | i | -18.0% | -0.8% | 6.8% | 4.7 | 6.3% | 2.4% | 4.3% | 1.1
CC(CN1CCCC1)OC(=O)c1ccccc1Cl (stereo not given) | -20.1% | 1.4% | -5.9% | 0.0% | ? | 6.3% | -3.3% | 5.8% | -7.6
CN(CCOc1ccccc1)CCOc1ccccc1 | i | -3.0% | -8.1% | 8.0% | -87.4* | -7.6% | 12.5% | -20.8% | -13.6
Cc1onc(-c2ccccc2)c1C(=O)Nc1ccc(OC(C)C)cc1 | i | 16.9% | 0.8% | -5.2% | -11.1 | ? | 1.8% | ? | 5.4
O=C1C[C@H]2[C@H](CO)[C@@H](OC(=O)c3ccc(-c4ccccc4)cc3)C[C@H]2O1 | -64.1%[inhibitor] | -24.2% | 1.6% | -14.4% | -25.1 | -16.9%[1.82 µM] | 20.5% | ? | -1.1
Cc1nc2ccccc2n1CC(=O)NC1CCCC1 | -22.2% | 1.6% | 1.3% | -9.9% | 9.1 | -4.5% | 0.9% | 6.8% | 3.9
O=C(Nc1ccccn1)C12CC3CC(CC(C3)C1)C2 | i | -5.7% | -9.5% | -0.3% | 7.6 | 21.2% | -10.2% | -8.4% | 3.6
Cc1cccc(C2c3[nH]c4ccccc4c3CCN2C(=O)c2cn(C)c3ccccc3c2=O)n1 (stereo not given) | -3.3% | 14.9% | 1.8% | 12.5% | ? | -4.6% | 9.0% | 0.0% | -5.1
CCOCCCNC(=O)C(NC(=O)c1ccc(=O)[nH]c1)c1ccc(Cl)cc1 (stereo not given) | -21.0% | 6.4% | 3.7% | 3.5% | 10.2 | 14.6% | -0.7% | 0.5% | 4.0
CC(=O)N1CCN(CC(=O)Nc2cc([N+](=O)[O-])ccc2Cl)CC1 | i | 18.2% | 4.8% | -24.1% | 6.5 | 16.9% | -1.8% | 5.9% | 1.0
COc1ccc(CNC(=O)c2c(C)cc(=O)oc2C)cc1 | -15.4% | 3.1% | -0.7% | -23.2% | 2.4 | 23.6% | 5.7% | 14.4% | 3.3
O=C(Nc1ccc2c(c1)OCCO2)Nc1ccc2c(c1)OCO2 | -29.7% | -11.4% | 13.1% | 5.3% | -11.8 | -8.6% | 7.7% | ? | -1.3
CCc1nnc(NC(=O)C(NS(=O)(=O)c2ccc3c(c2)OCCO3)C(C)C)s1 (stereo not given) | i | -23.4% | -0.2% | 13.1% | 2.9 | 3.3% | 4.3% | -27.9% | 13.3
CCC(CC)NC(=O)CSc1nnc(-c2ccc(OC)cc2)n1C(C)C | i | -1.7% | -1.6% | -11.3% | 10.7 | 4.0% | -1.9% | 0.8% | 2.6
CC(C(=O)O)c1ccc2c(c1)[nH]c1ccc(Cl)cc12 (stereo not given) | i | 0.7% | -5.7% | 2.0% | 3.6 | ? | 8.3%&0.7% | 6.7% | 7.4&2.8
COc1ccc(CCN2C(=O)CC(Cc3ccc(Br)cc3)C2=O)cc1OC (stereo not given) | -18.6% | -21.7% | 5.5% | ? | 2.5 | ? | 16.4% | ? | -1.7
CCn1c(CC(=O)Nc2ccc(C)cc2)nnc1SCC(=O)NCc1ccccc1 | i | -6.4% | -3.7% | 31.4% | -1.5 | -0.2% | -1.8% | 0.0% | -3.0
COc1ccc(S(=O)(=O)Nc2ccccc2N2CCOCC2)cc1[N+](=O)[O-] | i | -3.6% | 5.1% | -8.5% | 7.4 | 3.0% | 11.6% | 19.4% | -7.3
CN(C)CCCN(C(=O)COc1ccc(Cl)cc1)c1nc2ccc(F)cc2s1 | -6.6% | ? | 1.8% | ? | -27.1 | -2.1% | 9.0% | ? | -12.2
CC(NC(=O)c1c(N)[nH]c(C(=O)c2ccccc2)c1-c1ccccc1Br)c1cccc2ccccc12 (stereo not given) | -14.6% | 3.3% | 8.7% | ? | 16.9 | 0.0% | -0.8% | ? | 4.6
CCOc1ccc(-c2nonc2NC(=O)c2oc3ccc(C)cc3c2C)cc1OCC | i | 21.8% | . | 4.6% | . | 4.4% | . | 19.4% | 0.0
COc1ccc(CCNC(=O)c2ccc(Cn3c(=O)c4ccccc4n(Cc4cc(C)ccc4C)c3=O)cc2)cc1OC | -13.9% | 7.5% | . | 17.7% | . | 25.7% | 0.2% | 0.8% | 5.3
COc1ccc(CCNC(=O)CN(C)S(=O)(=O)c2cccs2)cc1 | i | 9.7% | 0.1% | -7.0% | 3.3 | 24.4% | 0.6% | 5.3% | 0.7
CCn1cc(C(=O)NCCOC)c(=O)c2ccc(C)nc21 | i | -1.3% | -2.0% | 2.4% | 18.8 | ? | 1.2% | 32.2%[activator] | -0.1
CC(=O)NCCNC(=O)C1Cc2c(-c3ccccc3Oc3ccccc3)ccnc2O1 (stereo not given) | -21.8% | -3.1% | -5.1% | 2.8% | 3.5 | 21.2% | -1.4% | -1.6% | 5.5
N#Cc1ccccc1CN1C(=O)S/C(=C/c2cccn2-c2cccc(C(=O)O)c2)C1=O | -5.2% | -13.2% | -5.8% | ? | 6.5 | 3.6% | -21.7% | ? | 7.6
CCc1ccc(NC(=O)c2sccc2-n2cccc2)cc1 | i | 36.7%[activator] | 5.7% | -27.1% | 8.0 | ? | 5.5% | ? | -3.3
CCc1ccc(-n2c(=O)c3c(C)c(C(=O)N(C)C)sc3n(CC(=O)NCC3CCCO3)c2=O)cc1 (stereo not given) | -8.7% | -4.9% | 3.8% | 0.9% | 11.5 | 18.7% | 0.7% | 8.2% | -0.3
CCC(C)[C@H](NC(=O)NCCCOC(C)C)C(=O)OC (stereo not given in full) | i | 14.2% | 0.4% | 10.4% | 4.5 | 4.2% | -4.1% | 14.5% | 7.6
NC(=O)c1ccc[n+](CC(=O)c2ccc(F)cc2)c1 | -24.4% | -6.9% | 1.3% | 15.1% | 18.6 | -23.8% | -1.1% | 39.7%[activator] | 1.3
C/C(N)=C(/C#N)C(=O)COC(=O)C1CCC(C(C)(C)C)CC1 (stereo not given) | -11.3% | -18.1% | 1.0% | -18.6% | 60.0 | ? | 15.8% | ? | 4.7
O=C(COC(=O)c1ccc(S(=O)(=O)N2CCCCC2)cc1)NC1CCCCC1 | i | 4.0% | ? | 20.3% | 4.6 | -3.1% | 2.9% | 17.0% | 4.6
COc1ccccc1/C=N/NC(=O)c1ccc2c(c1)OCO2 | -28.1% | -2.8% | 6.6% | 18.3% | -15.6 | 9.1% | -7.0% | -0.3% | -15.9
CSc1nc(C)cc(OCC(=O)n2nc(C)cc2C)n1 | i | 3.8% | -2.4% | 4.6% | -23.6 | -6.1% | -10.0% | -4.0% | 2.2
CCCCN1C(=O)N(CCc2ccc(F)cc2)S(=O)(=O)c2cc(C(F)(F)F)ccc21 | -32.6%[inhibitor] | 3.8% | -0.5% | 0.0% | 47.7 | 17.9% | 4.0% | 10µM* | 9.1
N#Cc1cc(-c2ccccc2)nc(N2CCNCC2)n1 | i | -12.3% | 1.5% | 26.0% | -23.0 | -7.1% | 8.3% | 14.0% | -13.5
CCc1ccc(NC(=O)c2ccccc2Br)cc1 | -17.4% | 7.5% | -4.2% | -14.6% | -4.7 | 15.8% | 6.7% | ? | -1.1
O=C(c1ccc2c(c1)C(=O)N(Cc1ccncc1)C2=O)N1CCN(S(=O)(=O)c2ccc(OC(F)(F)F)cc2)CC1 | i | 19.9% | 0.4% | -20.4% | -24.0 | 0.0% | 9.8% | 0.7% | 3.4
CCCCOC(=O)Nc1ccc(S(=O)(=O)Nc2nccs2)cc1 | -1.4% | -18.1% | -0.5% | 14.6% | 8.0 | -32.1%[inhibitor] | 7.6% | 56.9%[activator] | 0.1

Single records (already shown):
CCCCOC(=O)Nc1ccc(S(=O)(=O)Nc2nccs2)cc1 is listed with PTHR1 agonist = -1.4%; GLP1R cytotox = -18.1%; aSyn yeast inh = -0.5%; KB-V1 MDR tox = 14.6%; DRD3 antagonist = 8.0; TDP-43 yeast inh = -32.1%[inhibitor]; GLP1R ag = 7.6%; GLP1R inv ag = 56.9%[activator]; DRD3 agonist = 0.1
O=C(c1ccc2c(c1)C(=O)N(Cc1ccncc1)C2=O)N1CCN(S(=O)(=O)c2ccc(OC(F)(F)F)cc2)CC1 is listed with PTHR1 agonist = i; GLP1R cytotox = 19.9%; aSyn yeast inh = 0.4%; KB-V1 MDR tox = -20.4%; DRD3 antagonist = -24.0; TDP-43 yeast inh = 0.0%; GLP1R ag = 9.8%; GLP1R inv ag = 0.7%; DRD3 agonist = 3.4

High-throughput results: PubChem BioAssay, National Center for Advancing Translational Sciences (NCATS)

This is a subset; count on the stated rates, not on these rows.
